Screens deposited in PubChem by Sanford-Burnham Center for Chemical Genomics.
APJ agonist = agonists of human APJ apelin receptor. P35414. CHO-K1 APJ PathHunter beta-arrestin, luminescence; 0% DMSO wells, 100% apelin. activation, % at 20 µM. 0.11% of 330,000 active. AID 2520;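 active = activation more than six SD over the plate average, tested at 20 µM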;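 also: 0% = DMSO alone and 100% = apelin-13 at 10 nM; some results filed as inactive read as strong as hits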
Target sequence (P35414 whole entry, looked up): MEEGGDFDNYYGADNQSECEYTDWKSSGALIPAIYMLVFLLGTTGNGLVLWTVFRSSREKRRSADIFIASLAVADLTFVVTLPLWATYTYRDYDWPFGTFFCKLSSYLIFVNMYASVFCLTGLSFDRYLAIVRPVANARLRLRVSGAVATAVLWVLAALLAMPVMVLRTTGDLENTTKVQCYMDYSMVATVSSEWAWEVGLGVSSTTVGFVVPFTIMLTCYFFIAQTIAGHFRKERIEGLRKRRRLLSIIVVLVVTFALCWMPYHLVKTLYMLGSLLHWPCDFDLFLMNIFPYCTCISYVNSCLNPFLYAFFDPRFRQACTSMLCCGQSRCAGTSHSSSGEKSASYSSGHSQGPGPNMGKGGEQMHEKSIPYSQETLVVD
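Material: engineered CHO-K1 APJ arrestin reporter cells; amount: 1000 CHO-K1 reporter cells seeded per well; incubation: compound stimulation 90 min at 25 °C, detection 60 min; signal: luminescent beta-gal fragment complementation, chemiluminescent substrate; read-out basis: APJ agonist activity; controls: DMSO-only wells as negative, 10 nM Apelin-13 as positive control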
Mdm2 MdmX PPI = disrupts the human Mdm2-MdmX interaction; AID 485346; SaOS-2 split-luciferase Mdm2/MdmX complementation, luminescence; 3% of 330,000 active; inhibition, % at 8 µM; O15151+Q00987;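 active = inhibition of at least 50% at 8 µM in the primary screen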
XBP1 UPR activ = activators of adaptive arm of unfolded protein response (XBP1); CHO-XBP1 luciferase reporter, IRE1-XBP1 UPR activation, luminescence; percent of tunicamycin response, DMSO as zero; activation, % at 20 µM; 0.33% of 330,000 active; AID 463104;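 active = versus positive control, 20 µM dose yields 30% or more activation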;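 also: 100% = tunicamycin at 10 µg/mL and 0% = DMSO only wells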
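Assay system: IRE1-XBP1 luciferase reporter CHO line. Input: 1000 cells/well. Buffer or medium: F12 with 10% serum. Doses: 20 µM, 1% DMSO. Times: overnight seeding at 37 °C, 6 h compound treatment at 37 °C. Technique: Steady-Glo luciferase glow luminescence, 10 min after reagent addition.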
Jurkat NFkB inh = lowers PMA/ionomycin-induced NF-kB signal in Jurkat cells; PMA/ionomycin-induced NF-kB luciferase reporter, luminescence; inhibition, % at 4 µM; 0.53% of 330,000 active; AID 435003; in the data active = inhibition above about 50%
UPR CHOP act = activators of apoptotic arm of unfolded protein response (CHOP) | activation, % at 10 µM | CHO-CHOP luciferase reporter, UPR activation, luminescence; percent of tunicamycin response over DMSO baseline | 0.34% of 330,000 active;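 active = at 10 µM dose, activation of 40% or more, normalized to positive control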;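 also: 100% = tunicamycin at 10 µg/mL and 0% = DMSO alone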
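Assay system: CHO-CHOP cells, stable luciferase reporter of PERK-eIF2a-CHOP signalling / Buffer or medium: F12 plus 10% serum / Compound dosing: one dose, 10 µM in 0.5% DMSO / Times: 6 h compound treatment, 37 °C / Technique: luciferase luminescence / Read-out: % reporter activation, DMSO baseline versus tunicamycin full activation / Benchmarks: tunicamycin and DMSO controls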
697 NFkB inh = inhibitors of the PMA/ionomycin-induced NF-kB reporter in 697 B cells; 0.33% of 330,000 active; 697 B-cell NF-kB luciferase reporter, 16 h; AID 435022; inhibition, % at 4 µM; in the data active = inhibition above about 35%
APJ antag = blocks the human apelin receptor APJ; AID 2521; CHO-K1 APJ beta-arrestin complementation, luminescence; 0.32% of 330,000 active; inhibition, % at 20 µM; P35414;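 active = inhibition above about 40% at 20 µM, limit read from the data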;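 also: cells challenged with 10 nM apelin-13 agonist together with compound; plate controls were apelin-13 plus DMSO wells for no effect and DMSO wells lacking apelin-13 for full effect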
tim23-1 inh = growth inhibitors of tim23-1 mutant yeast; S. cerevisiae tim23-1 growth, BacTiter-Glo luminescence, 24 h; inhibition, % at 20 µM; 1.3% of 330,000 active; AID 463212;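 active = growth inhibition of the mutant yeast at or above 50%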;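 also: temperature-sensitive mutant grown at 25 °C; plate controls were DMSO-treated mutant yeast for no effect and medium wells lacking yeast for full effect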
* marks the source's active call; other numbers are inactive results. Rows are unselected. About 5% of those tested had a hit in this group.

SMILES	APJ agonist	Mdm2 MdmX PPI	XBP1 UPR activ	Jurkat NFkB inh	UPR CHOP act	697 NFkB inh	APJ antag	tim23-1 inh
O=C(O)c1ccc(S(=O)(=O)N2CCCC2)cc1	-2	1	-3	2	-0.2	8	16	7
CN(CC(=O)Nc1c(F)cccc1F)Cc1cccs1	3	-18	-1	-3	2.3	11	5	8
COc1cc2c(cc1OC)CN(C(=O)CNS(=O)(=O)c1ccc(C)c(C)c1)CC2	-1	9	-1	6	1.4	20	2	2
O=C(NCc1ccccc1)C(c1ccc(O)cc1)N(C(=O)c1cnccn1)c1ccccc1 (stereo not given)	1	6	-1	6	0.9	10	9	1
COc1ccc(CCNC(=O)CN2CCN(c3cccc(Cl)c3)CC2)cc1OC	-5	17	-2	-12	-2.0	-16	-18	-45
CCOc1ccc(C(C)=O)cc1CSc1nnc(N)s1	-1	24	1	1	0.3	5	-28	6
O=C(N/N=C/c1cc([N+](=O)[O-])cc(Br)c1O)C12CC3CCC(CC(C3)C1)C2	-5	36	1	11	-0.2	3	38	29
Brc1ccc(CNc2cc3c(cc2Br)OCCO3)cc1	-2	8	1	3	1.2	2	-9	9
COc1ccc(OC)c(S(=O)(=O)NCCOC23CC4CC(CC(C4)C2)C3)c1	-1	-2	-2	1	1.2	-8	6	35
COC(=O)C1=C(C)OC(N)=C(C#N)C1c1cc2cccc(C)c2nc1Cl (stereo not given)	6	17	3	2	0.2	-4	12	64*
Nc1cccc(C(=O)Nc2ccc(N)cc2Cl)c1	-1	28	0	3	-0.4	3	4	15
O=C(NCc1ccc(F)cc1)c1nc(-c2cccs2)no1	-4	4	-1	7	0.3	1	-5	4
O=C(NCCC1=CCCCC1)C1CCN(S(=O)(=O)c2cccs2)CC1	0	-15	-1	-19	-0.5	-4	-2	24
Cc1ccc(S(=O)(=O)NNC(=O)Nc2ccc(Cl)cc2)cc1	0	4	-1	0	-0.8	-8	-8	4
CC1Cn2c(nnc2-c2cccc(N)c2)S1 (stereo not given)	-2	5	-1	5	0.3	7	14	-5
CC(C)Oc1ccc(C(CC(=O)O)NC(=O)C(Sc2ccccc2)c2ccccc2)cc1 (stereo not given)	0	12	-2	-8	-0.3	13	0	23
C/C(=N\NC(=O)CSc1nc2ccccc2s1)c1cccnc1	5	-5	-3	5	-0.4	2	8	4
Cc1c(C=O)n(C)n(-c2ccccc2)c1=O	-2	4	1	8	-0.5	6	-2	1
O=C(OCc1csc(-c2ccccc2)n1)c1ccc(O)cc1	0	-148	3	-64	3.6	-33	-3	36
O=C1CCC(=O)N1CNc1cccnc1	-2	-1	-2	2	-0.2	16	-1	19
CCN1CCN(c2ccc(NC(=O)c3ccc4c(c3)[nH]c(=O)n4Cc3ccc(OC)cc3)cc2)CC1	0	26	-1	0	3.0	-8	-6	12
CCSc1nnc([C@H](Cc2c[nH]c3ccccc23)NC(=O)OC(C)(C)C)o1	-6	-13	-1	2	-1.7	2	15	29
O=C(Nc1ccc2c(c1)OCCO2)C1CCN(c2cnccn2)CC1	0	-8	0	0	1.1	-15	4	5
CCC(C)[C@H](NS(=O)(=O)c1ccc(C)cc1)C(=O)N1CCC(C(=O)N[C@@H](Cc2ccccc2)C(=O)O)CC1 (stereo not given in full)	-4	10	-3	-5	1.9	1	-4	14
CC1CCCN(C(=O)COc2ccc(-c3ccccc3)cc2)C1 (stereo not given)	-2	-24	-3	-10	0.4	-37	-1	5
COc1ccc(C(=O)Nc2ccc(S(=O)(=O)N3CCOCC3)cc2)cc1[N+](=O)[O-]	-1	22	-5	-7	1.9	-1	11	-1
N#CCN1C(=O)C2CCCN2c2ccc(S(=O)(=O)N3CCOCC3)cc21 (stereo not given)	-1	25	-1	-4	-1.3	30	2	16
Cc1cc(NC2C3CC4CC(C3)CC2C4)n2ncnc2n1 (stereo not given)	1	-8	-2	-5	-1.3	-12	6	18
COc1ccc(-c2c(C#N)c(SCC(N)=O)nc3c2CCCC3)cc1	-17	11	-2	13	3.2	13	-7	-13
COc1cccc2cc(-c3nc4ccccc4o3)c(=O)oc12	2	24	0	-96	2.4	-137	-8	30
CN(C)S(=O)(=O)c1ccc(Cl)c(C(=O)OCC(=O)NC(=O)NC2CCCC2)c1	-1	-25	-2	-4	-1.5	20	7	-5
COc1ccc(-c2cc(C(F)F)n3ncc(C(=O)Nc4ccc(C(=O)N5CCOCC5)cc4)c3n2)cc1	-4	42	33*	21	6.2	-3	23	-5
CCOC(=O)c1cnc2c(-c3ccccc3)cnn2c1N	-3	-95	1	-163	6.2	-232	10	-31
CCO/C=C1/C(=O)N(c2ccccc2OC)C(=O)c2ccccc21	1	16	2	-18	0.1	17	-27	4
CN(C)S(=O)(=O)N(CC(=O)Nc1ccc(S(=O)(=O)N2CCCC2)cc1)c1ccccc1	-1	14	-1	15	2.5	-13	-6	14
CCCn1c(C(C)Nc2nc(C)cs2)nc2cc(Cl)c(Cl)cc21 (stereo not given)	-2	-2	-3	16	1.4	11	-22	39
COCCN(CC(=O)Oc1ccccc1P(=O)(OC)OC)Cc1ccccc1	5	11	-1	6	-0.7	21	8	0
COc1cc(C(=O)O[C@H]2C/C(C)=C/CC[C@]3(C)O[C@@H]3C(O)C2C(C)C)cc(OC)c1OC (stereo not given in full)	-1	8	3	-17	-0.6	16	-26	28
NS(=O)(=O)c1ccc(CNC(=O)Cc2ccsc2)cc1	-1	-9	-6	-2	-2.9	-29	8	9
CCN(CC)S(=O)(=O)c1ccc(C(=O)NNc2nc(-c3ccccc3)c3cc(Br)ccc3n2)cc1	-6	9	2	14	0.9	6	22	-12
CCOc1ccc(CCNS(=O)(=O)c2cnc[nH]2)cc1OCC	-1	25	-2	6	-0.3	4	17	9
CCOC(=O)NC(=O)C(=CNNc1ncc(C(F)(F)F)cc1Cl)C(=O)NC(=O)OCC	-3	9	-3	-8	0.3	0	13	10
COc1cc(CN2CCNC(=O)C2CC(=O)N(Cc2nccn2C)C(C)C)cc(OC)c1 (stereo not given)	0	12	1	5	0.3	10	-8	15
Cc1nc(N2C(=O)C(=O)/C(=C(/O)c3ccccc3)C2c2ccco2)sc1C (stereo not given)	-1	-8	-5	-1	-2.6	-1	-15	16
O=C(Cn1c(=O)sc2ccccc21)NCc1ccccn1	-4	-4	2	-23	3.0	-5	8	16
COc1ccc(C(=O)NNC(=O)CSc2nnc(C3CC3)n2C)cc1	1	16	1	-11	2.4	5	20	-2
Nc1nc(-c2cc3c(cc2Cl)OCCO3)cs1	-2	-1	-2	1	1.2	-3	11	18
Cc1sc(NC(=O)c2ccco2)c(CN2CCC(C)CC2)c1C	4	-22	0	-31	-0.4	-17	12	9
CCC(=O)c1ccc(OCC(=O)OCC(=O)N2CCN(c3ccc(OC)cc3)CC2)cc1	-2	0	1	-2	-0.2	11	-5	11
Cc1ccc(C2CC2C(=O)NNC(=S)Nc2cccc(Cl)c2)cc1 (stereo not given)	-4	-22	2	3	0.2	-9	36	15
CC(=O)c1ccc(NC(=O)C2CC(=O)Nc3nc4ccccc4n32)cc1 (stereo not given)	-5	9	1	-8	0.5	6	8	-6
COc1ccc(Cc2noc(CN(C)C3CC(C)(C)NC(C)(C)C3)n2)cc1OC	-2	4	-2	-13	-1.1	-5	-18	1
COc1cc(CC(=O)OCC(=O)NC2CCCCC2)cc(OC)c1OC	-2	-29	-1	7	-0.2	10	16	-15
Cc1nc(NC(=O)c2ccccc2)sc1-c1csc(Nc2cccc(Cl)c2)n1	5	-21	3	-12	2.2	-7	-6	13
O=C(c1ccco1)c1coc2c1cc(O)c1ccccc12	5	-17	5	-9	3.5	-3	-9	12
COc1ccc(NC(=O)c2ccc(COCC(F)(F)F)cc2)cc1OC	-1	-8	-1	-18	0.0	-20	8	5
Cc1ccc(CN2CC[C@H]3C=CCc4cccc(c43)C2)cc1	-2	14	-3	-5	-0.7	18	-6	1
O=C(N/N=C/c1ccc(Cl)s1)c1ccccc1[N+](=O)[O-]	0	6	2	-9	-0.5	-6	-10	10
Cc1cccc2nc3c(nc12)CCCC3	-1	15	-5	-7	-0.7	5	-4	0
CC(C)N(CC#CCC1(O)c2ccccc2-c2ccccc21)CCO	-5	-1	4	13	-2.7	5	-9	2

The results go on:
SMILES	APJ agonist	Mdm2 MdmX PPI	XBP1 UPR activ	Jurkat NFkB inh	UPR CHOP act	697 NFkB inh	APJ antag	tim23-1 inh
CSc1nc2ccc(S(=O)(=O)Nc3c(C)n(C)n(-c4ccccc4)c3=O)cc2s1	0	-25	-1	-19	-0.2	-30	9	13
O=C(Oc1cccnc1)c1cc2ccccc2oc1=O	0	2	-1	3	-0.5	-4	4	16
C=CCN(C(=O)CSc1nnnn1C)c1nc(-c2ccccc2)cs1	-1	-33	-3	-74	1.2	-34	13	2
CC(=O)Nc1ccc(NC(=O)C(C)OC(=O)CC2CCCC2)cc1 (stereo not given)	1	4	-1	-2	-0.1	1	-45	-8
COc1cc(C)ccc1OCCOCCOc1cccc2ccc(C)nc12	-2	20	-3	-3	-2.6	8	8	35
CC(=O)c1c(C)[nH]c(C(=O)COC(=O)c2ccc3c(=O)n4c(nc3c2)CCC4)c1C	1	11	0	-6	-1.5	-20	-15	-9
COc1ccc(NC(=O)c2ccc(NC(=O)c3ccco3)cc2)c(OC)c1	-2	23	-2	0	1.4	8	-11	31
O=C(COC(=O)c1ccc(-c2ccc([N+](=O)[O-])cc2)o1)NC(=O)NC12CC3CC(CC(C3)C1)C2	1	-16	-2	-11	0.7	-4	-14	16
O=C(CC(c1ccccc1)c1ccccc1O)NCc1ccco1 (stereo not given)	-4	28	-3	-3	0.1	15	22	4
COc1ccc(OC)c(NC2c3ccccc3C(=O)N2c2cccnc2)c1 (stereo not given)	-6	-2	-1	8	-3.3	14	10	22
O=C(O)c1ccc(NC(CSCc2cccc(F)c2)C(=O)O)c([N+](=O)[O-])c1 (stereo not given)	-9	26	-2	11	-0.4	8	20	3
